# Hsp70 displacement – Hsp70 inhibitors, probe displacement, primary screen, biochemical, fluorescence polarization (AID 583); Hsp70 fluorescence polarization probe displacement, mP; higher % means a stronger effect; displacement, % at 20 µM; hits with a dose series show IC50 in µM; 140,000 tested, 0.06% active; in the data active means displacement above about 50%;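 further: plate controls were vehicle for no effect and reference ligand for full effect; a part of the inactive calls stands beside numbers as strong as those of hits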
# Rat MKP-3 inhibitors – inhibition of rat DUSP6 enzyme activity – biochemical, in vitro, primary screen (AID 425); recombinant MKP-3 phosphatase activity, fluorescence; higher % means a stronger effect; inhibition, % at 20 µM; hits with a dose series show IC50 in µM; 110,000 tested, 0.17% active; in the data active means inhibition above about 50%;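 further: plate controls were vehicle for no effect and reference inhibitor for full effect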
# Active calls of the source: *; . = no result given; & = joins results of further samples. Some of the compounds tested; count on the stated rates, not on these rows.
# Values in the order – Hsp70 displacement | Rat MKP-3 inhibitors
CCN1CCN(Cc2c(O)ccc3c(=O)c(-c4ccc(OC)c(OC)c4)c(C(F)(F)F)oc23)CC1
  -4.3% | -3.1%
COc1cccc(N2C(=O)C(=O)/C(=C(\O)c3ccccc3)C2c2ccccc2)c1 (centres undefined)
  0.8% | -4.2%
Oc1c(C(c2cccs2)N2CCOCC2)sc2ncnn12 (centres undefined)
  -0.1% | -1.9%
COc1cccc(NC(=O)CSc2nnc(-c3cccs3)n2C)c1
  2.5% | 0.5%
COc1ccc(C2CC(=O)C3=C(C2)Nc2ccccc2NC3c2ccccc2Cl)cc1 (centres undefined)
  1.8% | 2.9%
COC(=O)c1ccc(CON2C(=O)c3ccccc3C2=O)cc1
  -0.9% | .
c1csc(CNc2ccc(N3CCOCC3)cc2)c1
  -0.8% | 3.8%
Cc1ccc(CNC(=O)CCCn2c(=O)c3ccccc3n(CC(=O)NCc3ccco3)c2=O)cc1
  1.0% | -10.2%
COC(=O)C1[C@H]2C(=O)N(Cc3cccs3)C[C@]23C=C[C@H]1O3 (some centres undefined)
  8.5% | 5.6%
Fc1ccccc1CSc1nncn1NCc1cccs1
  -1.3% | .
CCCCCCCCc1nnc(NC(C)=O)s1
  -4.3% | -3.6%
O=C1CC(C2CCCO2)C(=O)N1c1cccc(Cl)c1 (centres undefined)
  10.5%&3.2% | -10.8%&2.3%
COc1nccnc1NS(=O)(=O)c1ccc(N)cc1
  -2.0% | -4.5%
COc1ccc2[nH]c(=O)c(CN(Cc3ccco3)Cc3nnnn3Cc3ccccc3)cc2c1
  3.4% | 3.9%
Cc1cccc(N2CCN(C(=O)C3CCCN(S(=O)(=O)c4cnc[nH]4)C3)CC2C)c1 (centres undefined)
  3.6% | 0.5%
CC(C)(C)C(=O)NC(=S)N1CCOCC1
  -3.4% | -3.8%
O=S1(=O)c2cccc3cccc(c23)N1Cc1ccc(-c2nnco2)cc1
  -1.3% | -15.0%
COc1ccc(C(=O)NCc2ccccc2)cc1Br
  -0.2% | 2.4%
COC(=O)c1ccc(CSc2ncnc3sc(C)c(C)c23)o1
  2.0% | -3.5%
CN(C)S(=O)(=O)c1ccc2c(c1)nc(CCC(=O)NCC1CCCCC1)n2C
  1.3% | 0.9%

# One compound at a time (already shown).
# COC(=O)c1ccc(CON2C(=O)c3ccccc3C2=O)cc1 is entered as Hsp70 displacement = -0.9%; Rat MKP-3 inhibitors = .
# CCCCCCCCc1nnc(NC(C)=O)s1 is entered as Hsp70 displacement = -4.3%; Rat MKP-3 inhibitors = -3.6%

# Later entries:
# Values in the order – Hsp70 displacement | Rat MKP-3 inhibitors
Cc1cc(OCC(=O)Nc2ccc(N3CCOCC3)c(Cl)c2)cc(C)c1Cl
  1.2% | 3.0%
CC(C)(C)NC(=O)C(c1ccccn1)N(C(=O)C1CSC(=O)C1)c1ccc(F)cc1 (centres undefined)
  5.4% | .
COc1cc2ccccc2cc1C(=O)Nc1ccc2c(c1)C(=O)N(C)C2=O
  -1.9% | 1.3%
Cc1cccc(N2C(=O)CC(N(O)c3ccccc3)C2=O)c1 (centres undefined)
  3.8% | 4.2%
COc1ccc(C2=NOC(C(=O)NC3CCCCC3)C2)cc1OC (centres undefined)
  1.0% | 2.8%
O=C(CN1C(=O)C2C3C=CC(C3)C2C1=O)N1CC(=O)N(CCc2ccccc2)C(=O)C1 (centres undefined)
  -2.8% | 7.6%
COc1cc2nc(-c3ccc(OC(C)=O)cc3)oc(=O)c2cc1OC
  -2.8% | 3.9%
COc1cc(NC(=O)c2ccco2)c(OC)cc1NC(=O)CCC(=O)Nc1cc(C)ccc1C
  0.2% | -7.9%
Cc1ccc(-c2nnc(N3CCOCC3)c3ccccc23)cc1S(=O)(=O)NCC1CCCO1 (centres undefined)
  -7.4% | -0.4%
CCc1nnc(NC(=O)CSc2nnc(Cc3ccccc3)n2Cc2ccccc2)s1
  0.2% | -1.0%
O=C1Nc2ccccc2NC1C1OC(c2ccccc2)=CC1=O (centres undefined)
  -1.5% | 9.8%
COc1ccc(-n2c(SCC(=O)Nc3ccc4c(c3)OCO4)nc3ccccc3c2=O)cc1
  -2.4% | -5.5%
COc1ccc(OC)c(NC(=O)CSc2nnc(CNc3ccc(F)cc3)o2)c1
  -3.2% | 3.9%
Cc1cc(C)nc(-n2nc(C)cc2NC(=O)c2ccc3c(c2)OCO3)n1
  1.4% | -0.2%
CC(O)c1cccc(NC2=CC(=O)CC(C)(C)C2)c1 (centres undefined)
  1.9% | -1.8%
CCOc1ccccc1NC(=O)c1c(Cl)cccc1Cl
  0.2% | -2.6%
C=Cn1nc(C)c2ccccc2c1=O
  1.0% | -5.8%
O=C1NC(=S)N/C1=C/c1ccc(-c2cc(C(=O)O)ccc2Cl)o1
  23.5% | 2.2%
CC1(C)CC(NC(=O)COc2ccc3ccccc3c2)CC(C)(C)N1
  0.3% | .
Cc1ccc(OCC(=O)n2cnnc2N)c(C)c1
  3.3% | -2.6%
CC(NC(=O)c1cnn(-c2ccccc2)c1NC(=O)c1ccccc1)c1ccccc1 (centres undefined)
  -4.2% | 0.0%
O=C(O)C(Cc1ccccc1)n1cnnn1 (centres undefined)
  -0.8% | -1.0%
CC(C)c1ccc(CNC(=O)CSCC(=O)Nc2ccccc2)cc1
  -0.3% | 2.0%
O=C(Nc1ccccc1)c1ccccc1OCC(O)CN1C(=O)c2ccccc2S1(=O)=O (centres undefined)
  0.8%&-3.9% | 3.7%&3.2%
CCS(=O)(=O)N1CCN(S(=O)(=O)c2ccc(F)cc2)CC1
  . | -4.6%
Cc1ccc(S(=O)(=O)N2CCOCC2)cc1C(=O)NCc1ccc(F)cc1
  2.3% | -12.1%
O=C1Nc2ccccc2SC(c2ccccc2)C1O (centres undefined)
  4.6% | .
COc1ccc(Cl)cc1C(=O)Nc1ccc(S(=O)(=O)N2CCCC2)cc1
  -5.2% | .
O=C(CSc1ncccn1)c1ccccc1Br
  2.4% | 4.8%
CCn1c(/C=N/n2cnnc2)nc2ccccc21
  4.5%&1.3% | 2.8%&0.4%
COc1ccc(/C(O)=C2/C(=O)C(=O)N(CCCCCC(=O)O)C2c2ccc3c(c2)OCO3)cc1 (centres undefined)
  1.2% | 3.0%
CCCC(C)C(=O)Nc1ccc(Cl)cc1Cl (centres undefined)
  -4.2% | .
CCOC(=O)C1=C(C)NC(=O)CC1c1cc2c(cc1Br)OCO2 (centres undefined)
  -3.2%&-1.8% | -11.7%&0.5%
O=C(Nc1ccc(F)c([N+](=O)[O-])c1)c1ccc2c(c1)OCCO2
  6.4% | -3.5%
COC(=O)c1ccc(Cn2cc(Cl)cn2)cc1
  0.6% | -3.4%
COc1ccc(S(=O)(=O)N2CCCN(CC(=O)Nc3ccc(OC)c(Cl)c3)CC2)cc1
  6.3% | 3.0%
CC(C)CC(=O)Nc1ccccc1N1CCOCC1
  -0.7% | -13.9%
CCC(c1nnnn1Cc1ccc2c(c1)OCO2)N1CCN(c2ccccc2)CC1 (centres undefined)
  2.3% | -1.0%
COc1ccc(N=C2NC(=O)/C(=C/c3ccc(N(C)C)cc3)S2)cc1
  -23.3% | 5.3%
O=C(CCN1CCc2ccccc2C1)Nc1ccccc1
  8.9% | -9.0%

# An excerpt of these results, bar-delimited:
compound | Hsp70 displacement | Rat MKP-3 inhibitors
CCC(c1nnnn1Cc1ccc2c(c1)OCO2)N1CCN(c2ccccc2)CC1 (centres undefined) | 2.3% | -1.0%
CCCC(C)C(=O)Nc1ccc(Cl)cc1Cl (centres undefined) | -4.2% | .
COc1ccc(S(=O)(=O)N2CCCN(CC(=O)Nc3ccc(OC)c(Cl)c3)CC2)cc1 | 6.3% | 3.0%
COc1ccc(/C(O)=C2/C(=O)C(=O)N(CCCCCC(=O)O)C2c2ccc3c(c2)OCO3)cc1 (centres undefined) | 1.2% | 3.0%
COc1ccc(N=C2NC(=O)/C(=C/c3ccc(N(C)C)cc3)S2)cc1 | -23.3% | 5.3%
CCOC(=O)C1=C(C)NC(=O)CC1c1cc2c(cc1Br)OCO2 (centres undefined) | -3.2%&-1.8% | -11.7%&0.5%

# Remaining list, next part
# Values in the order – Hsp70 displacement | Rat MKP-3 inhibitors
CC(C)CC(=O)N1CCN(C(=O)c2ccc(-c3ccccc3)cc2)CC1
  1.6% | -1.5%
COc1ccc(-n2ncc3c(N4CCN(c5cc(C)ccc5C)CC4)ncnc32)cc1
  1.8% | 0.9%
CCOC(=O)C1=C(C)NC2=C(C(=O)c3ccccc32)C1c1ccccc1[N+](=O)[O-] (centres undefined)
  4.8% | 7.5%
Cc1ccn(C(=O)c2cc3ccccc3oc2=O)n1
  -3.4% | .
CCc1c(C(=O)Nc2ncn(Cc3cccc(C)c3)n2)csc1C
  -2.2% | 0.2%
COc1ccc(C(=O)N2CCN(Cc3ccc(C)cc3)CC2)cc1OC
  -2.1% | 0.6%
O=C(NC1(C(F)(F)F)C(=O)Nc2c1c(=O)[nH]c(=O)n2Cc1ccccc1)c1ccco1 (centres undefined)
  -2.3% | .
O=C(Nc1cccc(-c2nc3cc(Cl)ccc3o2)c1)c1ccc2c(c1)OCCO2
  -0.6% | -1.8%
Cc1c(C(=O)Nc2cccc(C(F)(F)F)c2)cccc1[N+](=O)[O-]
  -2.2% | -2.8%
O=C(/C=C/c1ccco1)NCc1ccc(Cl)cc1
  1.6% | -0.1%
O=C(COc1ccccc1)N1CCN(C(=O)c2ccc(F)cc2)CC1
  -5.6% | 4.3%
Oc1ccc(-c2nnc(-c3ccc(O)cc3)nn2)cc1
  3.9% | -4.5%
COc1ccccc1CNC(=O)C(=O)Nc1cc(C)ccc1C
  2.0% | -2.8%
Cc1cccc(-c2nc3cc(NC(=O)COc4ccc([N+](=O)[O-])cc4)ccc3o2)c1
  -4.8% | 5.2%
COc1ccc(C(NS(=O)(=O)c2ccc3ccccc3c2)c2ccccc2)cc1 (centres undefined)
  1.5% | 3.7%
N#CC1=C(N)N(c2ccccc2)C(c2cccc([N+](=O)[O-])c2)C1(C#N)C#N (centres undefined)
  8.9% | .
CCOC(=O)C1=C(C)N(C)C(=O)NC1c1ccc2c(c1)OCO2 (centres undefined)
  -0.3% | 2.3%
COC(=O)C1=CN(CCc2ccccc2)C=C(C(=O)OC)C1c1ccc(Cl)cc1
  2.3% | -0.7%
CCc1c(C)c2ccc(OCC(=O)OC(C)C)c(C)c2oc1=O
  4.7% | -4.0%
CCCCC(=O)Nc1ccc(NC(=O)C2CC2)cn1
  -1.1% | -6.7%
CCCOc1ncnc2sc3c(c12)CCCC3
  4.5% | 0.2%
O=C(c1ccc(CN2CCOCC2)cc1)N1CCCC1
  1.8% | 0.7%
c1ccc(N2CCN(c3nc4cc5c(cc4s3)OCO5)CC2)cc1
  4.6% | 9.4%
O=C(NCC(=O)N(c1ccc2c(c1)OCO2)C(C(=O)NC1CCCC1)c1cccs1)c1ccco1 (centres undefined)
  1.4% | -2.2%
Cc1ccccc1OCCCCn1cnc2ccccc21
  -2.6% | .
O=C(CN1CCCCC1)N1CCN(C(=O)CN2CCCCC2)CC1
  0.6% | 0.2%
O=C(N/N=C/c1ccccc1OCc1ccccc1)c1ccccc1O
  6.0% | 1.3%
CCNC(=O)C(=O)Nc1ccccc1OC
  0.4% | -1.6%
O=C(Nc1ccc(F)c(Cl)c1)c1cc([N+](=O)[O-])ccc1Cl
  1.7% | -6.2%
CC12CCC(C(=O)NCc3ccco3)(OC1=O)C2(C)C (centres undefined)
  4.1% | -1.1%
Cc1occc1-c1nc(-c2ccccc2)no1
  1.6% | -0.1%
CCCn1cnc2cc(NCc3cccc(OC)c3O)ccc21
  0.3% | -5.8%
Oc1c(Cl)cc(Cl)cc1C=Nc1ccc2c(c1)OCCO2
  12.0% | .
COc1ccc(-c2cc(C(F)(F)F)n3nc(C(=O)NCc4ccco4)cc3n2)cc1OC
  3.8% | .
CN(C)S(=O)(=O)Nc1ccc(NS(=O)(=O)N(C)C)c(S(=O)(=O)c2ccccc2)c1
  -0.9% | -1.0%
COCc1cc(=O)n2[nH]c(C)cc2n1
  -2.7% | -5.9%
Cn1c(=O)oc2cc(S(=O)(=O)N3CCC(C(=O)N4CCN(c5ccccc5)CC4)CC3)ccc21
  -2.7% | -7.6%
Cc1ccccc1C(=O)Nc1cccc(NC(=O)c2cccc(Cl)c2)c1
  -2.9% | 3.1%
N#Cc1c(N)nc2c3c(sc(=N)c2c1N)NC(=O)CC3c1ccccc1Cl (centres undefined)
  3.8% | .
Cc1cccc(C)c1N1CCN(S(=O)(=O)c2ccc(F)cc2)CC1
  2.5% | -4.2%
O=C(Nc1cccc2ccccc12)c1cn(-c2ccccc2)nc1-c1cccs1
  -3.1% | .
O=C(Nc1ccc(N2CCCCC2)c(Cl)c1)c1ccc([N+](=O)[O-])cc1Cl
  1.4% | 4.7%
C=CCn1c(SCC(=O)NCC(=O)OCC)nnc1-c1cccc(OC)c1
  -0.3% | -5.3%
O=c1cc[nH]c2cc(C(F)(F)F)ccc12
  3.9% | -2.7%
CCOC(=O)CC(C#N)c1c[nH]c2ccccc12 (centres undefined)
  1.9% | -5.9%
Cc1noc(C(=O)NCc2cccnc2)c1Cl
  1.8% | -8.4%
O=C1CN(C(=O)c2cnccn2)c2ccccc2N1
  -2.5% | -6.9%
CCN(CC)C(=O)CSc1nnc(CCNC(=O)OC(C)(C)C)o1
  1.4% | -9.2%
O=C(CSc1nnc(-c2ccccn2)n1Cc1ccccc1)NC1CCCC1
  10.2% | -4.2%
Cc1nn(CC(=O)NCCN2CCOCC2)c(=O)c2ccccc12
  -0.5% | -2.8%
O=S(=O)(Nc1nccs1)c1ccc(NS(=O)(=O)c2cccs2)cc1
  2.0% | -6.4%
CCOc1ccc(-n2c(C)nc3cc(C(=O)NCCN4CCOCC4)ccc32)cc1
  -2.1% | .
COc1ccc(C2C(C(=O)N3CCN(C)CC3)c3ccccc3C(=O)N2C2CCCCC2)cc1 (centres undefined)
  8.6% | -1.5%
